TNAP act hiacc: increases human TNAP activity under high phosphate acceptor concentration; P05186; purified TNAP, CDP-star luminescence, 1 M DEA, 30 min; active compounds read high; 0 = EDTA background, 1 = DMSO-only activity; activation factor at 20 µM; 200,000 tested, under 10 active;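 active = activation factor at least 2 at 20 µM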
Target sequence (P05186 whole entry, looked up): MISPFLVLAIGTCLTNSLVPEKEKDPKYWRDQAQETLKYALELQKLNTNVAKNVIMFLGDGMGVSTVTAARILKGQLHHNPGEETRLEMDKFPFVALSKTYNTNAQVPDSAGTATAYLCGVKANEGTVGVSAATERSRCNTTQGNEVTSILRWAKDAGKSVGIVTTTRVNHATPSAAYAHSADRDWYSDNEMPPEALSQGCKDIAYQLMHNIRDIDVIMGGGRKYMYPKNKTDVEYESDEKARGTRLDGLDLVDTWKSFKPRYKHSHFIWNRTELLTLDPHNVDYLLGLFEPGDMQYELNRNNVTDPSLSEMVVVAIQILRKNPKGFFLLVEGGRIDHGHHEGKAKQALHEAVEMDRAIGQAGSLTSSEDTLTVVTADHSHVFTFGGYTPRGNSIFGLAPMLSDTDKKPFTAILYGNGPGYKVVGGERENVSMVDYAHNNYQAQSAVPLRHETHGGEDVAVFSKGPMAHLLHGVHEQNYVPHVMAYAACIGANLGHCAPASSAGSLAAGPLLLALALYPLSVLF
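Control set: EDTA negative control, DMSO positive control / Assay system: human TNAP / Quantity: TNAP 1/800 final / Evaluation: TNAP activation factor scaled between EDTA and DMSO control wells / Measured by: luminescent substrate turnover signal / Compound dosing: one dose, 20 µM / Times: 30 min enzyme reaction at room temperature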
FLuc inh counter: inhibits firefly luciferase, flagging false hits in luciferase inhibition screens; P08659; 1.5% of 200,000 active; ATPLite firefly luciferase biochemical luminescence, 10 min; AID 1006; inhibition, % at 10 µM;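 active = inhibition above about 50% when tested at 10 µM, limit read from the data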
Target sequence (P08659 whole entry, looked up): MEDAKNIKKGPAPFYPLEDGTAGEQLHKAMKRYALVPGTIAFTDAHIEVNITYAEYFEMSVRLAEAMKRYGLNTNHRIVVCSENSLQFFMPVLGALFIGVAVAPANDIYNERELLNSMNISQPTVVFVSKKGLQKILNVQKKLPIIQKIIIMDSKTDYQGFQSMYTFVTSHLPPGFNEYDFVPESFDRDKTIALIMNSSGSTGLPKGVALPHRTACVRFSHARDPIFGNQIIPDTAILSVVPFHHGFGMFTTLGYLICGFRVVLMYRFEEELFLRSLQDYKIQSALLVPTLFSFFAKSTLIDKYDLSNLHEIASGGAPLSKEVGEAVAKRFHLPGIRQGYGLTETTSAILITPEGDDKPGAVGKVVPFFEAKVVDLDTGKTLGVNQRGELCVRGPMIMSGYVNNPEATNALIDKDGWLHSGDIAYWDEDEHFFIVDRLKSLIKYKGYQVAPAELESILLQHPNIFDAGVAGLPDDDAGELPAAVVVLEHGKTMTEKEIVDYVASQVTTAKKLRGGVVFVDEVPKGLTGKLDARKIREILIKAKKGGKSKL
APP transl inh: APP translation inhibition; 0.82% of 190,000 active; AID 1285; inhibition, % at 2 µM; SH-SY5Y APP 5'UTR-luciferase reporter, luminescence;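 active = inhibition above a set limit, derived from the sample mean plus 3 SD, cut at about 45% in these data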; note: values of inactives mirror those of a sister screen read the other way
RAM network inh: inhibitors of the yeast RAM network; AID 868; S. cerevisiae dse1pr::URA3 reporter, 5-FOA growth OD615, 2 d; analog-sensitive cbk1-as2 kinase mutant strain; 1.8% of 190,000 active; inhibition, % at 50 µM;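 active = inhibition above a set limit, 3 SD over mean compound inhibition, cut at about 8.4% in these data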;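 note: 0% = DMSO-only wells with no growth and 100% = 10 µM 1-NA-PP1 full growth; inhibition rescues growth on 5-FOA so higher OD means more RAM inhibition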
FLuc stim CS: firefly luciferase counter-screen for stimulation assays; P08659; ATPlite luciferase biochemical, luminescence, 10 min; 0 = ATP-free wells, 1 = DMSO control; AID 1027; 200,000 tested, under 10 active; activation factor at 10 µM;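 active = luciferase activation factor, scaled between plate controls, of at least 2 with compound at 10 µM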
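Assay system: Luciferase/luciferin reagent mix; Medium: PBS as buffer for the ATP substrate; Dosing: test compounds dosed from 2 mM stocks in 100% DMSO; Times: 10 min, room temperature; Signal: luminescence from luciferase reaction; Read-out: luciferase activation; Controls: No-ATP low control, compound-free enzyme-plus-ATP high control.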
L major viab: inhibitors of Leishmania major promastigote growth | Leishmania major promastigotes, resazurin fluorescence viability | inhibition, % at 10 µM | 9% of 200,000 active; in the data active = inhibition above about 50%;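 note: promastigotes grown with compound for 44 hours at 28 °C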
TNAP inh noacc: blocks human TNAP activity with no phosphate acceptor present. P05186. purified TNAP, CDP-star luminescence, 30 min. inhibition, % at 20 µM. 0.26% of 200,000 active;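 active = tissue-nonspecific alkaline phosphatase inhibition above about 50% at 20 µM in the single-dose screen, limit read from the data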;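 note: 0% = DMSO negative control and 100% = EDTA positive control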
bIAP act: increases bovine intestinal alkaline phosphatase activity; activation factor at 20 µM; AID 1016; 0.17% of 200,000 active; purified bovine IAP, CDP-star luminescence, 30 min; active compounds read high; fold of DMSO-control signal, blank-subtracted;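 active = activation factor of 2 or more at 20 µM, a signal rise over negative controls twice the positive control's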
bIAP inhibitor: blocks bovine intestinal alkaline phosphatase activity; purified bovine IAP, CDP-star luminescence, 30 min; inhibition, % at 20 µM; 190,000 tested, under 10 active; AID 1019;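 active = over 50% inhibition of intestinal alkaline phosphatase at 20 µM in the single-dose screen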
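test system = bovine IAP enzyme | medium = DEA buffer 100 mM, pH 9.8, with MgCl2 1.0 mM, ZnCl2 0.02 mM | detection = luminescence | dosing = single compound dose of 20 µM, 2% DMSO final | incubation = 30 min reaction at room temperature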
TNAP inh hiacc: TNAP (human) inhibition, high acceptor. inhibition, % at 20 µM. P05186. 0.03% of 200,000 active. purified TNAP, CDP-star luminescence, 1 M DEA;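 active = over 50% inhibition of tissue-nonspecific alkaline phosphatase at 20 µM in the single-dose screen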;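 note: plate controls were DMSO wells for no effect and EDTA-quenched wells as full inhibition for full effect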
* hit, by the source's call; · = no result given. This is a random part of the collection; any-hit rate near 13%.

SMILES | TNAP act hiacc | FLuc inh counter | APP transl inh | RAM network inh | FLuc stim CS | L major viab | TNAP inh noacc | bIAP act | bIAP inhibitor | TNAP inh hiacc
O=C(Cn1nnc2ccccc21)OCC(=O)c1ccccc1 | 1.1 | -5 | 1 | -0.7 | 1.1 | -3 | -2 | 0.9 | 7 | -7
Cc1cccc(NNC(N)=S)c1C | 1 | -5 | 11 | -0.1 | 1 | -1 | 2 | 0.9 | 7 | 1
COC(=O)c1c(NC(=S)Nc2ccc(CC(=O)O)cc2)sc(C)c1C | 1 | -7 | -16 | 10* | 1.1 | 36 | -8 | 1 | -3 | 0
CCOc1ccc2c(c1)ncn2Cc1ccccc1 | 1 | 0 | -14 | -1.5 | 1 | 13 | -16 | 1 | -2 | -2
O=C(Nc1nc(-c2ccccc2)cs1)c1ccc2c(=O)n3c(nc2c1)CCCCC3 | 0.9 | 2 | 8 | 3.5 | 1 | 23 | 10 | 0.7 | 31 | 5
COc1ccc2[nH]c(C)c(CCN3C(=O)OC(C)(C)C3(C)O)c2c1 (stereo not given) | 1 | -7 | 10 | 3.4 | 1.1 | -6 | -21 | 0.9 | 12 | -4
CN(C)S(=O)(=O)N(CC(=O)N1CCN(c2ccccc2)CC1)c1ccccc1 | 1 | 0 | 12 | 0.5 | 1 | -9 | -6 | 1.1 | -13 | 0
CCCN=Cc1c(CCC)[nH]n(-c2nc3ccccc3s2)c1=O | 1 | 0 | -2 | 0.4 | 1 | -3 | -1 | 1 | -4 | -2
O=C1c2cccc3cccc(c23)C(=O)N1c1ccncc1 | 1 | -2 | 10 | 1.2 | 1 | 0 | -9 | 0.9 | 6 | -3
O=C(NCc1ccncc1)c1cc(C(=O)C2CC2)c[nH]1 | 1 | -1 | -5 | 0.5 | 1 | -4 | -10 | 1.2 | -17 | -3
C=CCn1c(SCC(N)=O)nnc1-c1cccc(Br)c1 | 1.1 | -3 | -4 | 0.3 | 1 | -2 | -12 | 1 | -1 | -8
NC(=O)c1oc2ccccc2c1NC(=O)c1ccccc1 | 1 | 0 | 16 | 1.1 | 1 | -8 | -15 | 0.8 | 21 | -1
COC(=O)c1c(NC(=O)Cn2cc([N+](=O)[O-])cn2)sc2c1CCC2 | 1 | -10 | 1 | 3.9 | 1.1 | -7 | 1 | 0.9 | 6 | -4
CCOC(=O)NC(=S)Nc1cccc(NC(=S)NC(=O)OCC)c1 | 1.1 | -4 | 6 | 3.9 | 1 | 12 | -13 | 1 | 0 | -7
O=C(/C=C/c1ccccc1)c1ccc(NC2=NCCCS2)cc1 | 1.1 | 31 | -83 | 2.6 | 0.7 | 100* | -12 | 0.9 | 8 | -6
CCc1ccc(OCC(=O)N/N=C\c2ccco2)c([N+](=O)[O-])c1 | 1.1 | 41 | -22 | 2.5 | 0.6 | -6 | -2 | 1 | 2 | -6
N#CCC(=N)N1CCN(c2ccc(F)cc2)CC1 | 1 | -4 | 8 | -0.3 | 1 | -7 | -6 | 1 | 1 | 0
COc1ccccc1C(=O)NCc1ccc2c(c1)OCO2 | 1 | -1 | -27 | 0.8 | 1 | 0 | -6 | 0.8 | 15 | -1
O=C(N1CCCCCC1)N1CCN(C(=O)N2CCOCC2)CC1 | 1 | -1 | -10 | -0.7 | 1 | -3 | -12 | 0.9 | 6 | -3
O=C(CSc1nnc(-c2ccc(OC(F)F)cc2)o1)NCc1cccs1 | 1 | 0 | 3 | 2.5 | 1 | -3 | -1 | 0.7 | 28 | -2

Sorted by length of the SMILES (high to low): part of the list above.
SMILES | TNAP act hiacc | FLuc inh counter | APP transl inh | RAM network inh | FLuc stim CS | L major viab | TNAP inh noacc | bIAP act | bIAP inhibitor | TNAP inh hiacc
O=C(/C=C/c1ccccc1)c1ccc(NC2=NCCCS2)cc1 | 1.1 | 31 | -83 | 2.6 | 0.7 | 100* | -12 | 0.9 | 8 | -6
COc1ccccc1C(=O)NCc1ccc2c(c1)OCO2 | 1 | -1 | -27 | 0.8 | 1 | 0 | -6 | 0.8 | 15 | -1
N#CCC(=N)N1CCN(c2ccc(F)cc2)CC1 | 1 | -4 | 8 | -0.3 | 1 | -7 | -6 | 1 | 1 | 0

The results go on.
SMILES | TNAP act hiacc | FLuc inh counter | APP transl inh | RAM network inh | FLuc stim CS | L major viab | TNAP inh noacc | bIAP act | bIAP inhibitor | TNAP inh hiacc
COC(=O)CNC(c1ccccc1)c1cc(Br)ccc1NS(=O)(=O)c1ccccc1 (stereo not given) | 1 | -7 | · | 3.4 | 1.1 | 22 | -96 | 1 | -2 | -3
COc1ccccc1NC(=O)Cc1noc(CSc2nnc(C)n2C)n1 | 1 | -2 | 9 | 0.5 | 1 | -11 | -8 | 1.1 | -10 | 1
O=C(CN(Cc1ccccc1)S(=O)(=O)c1ccccc1)N/N=C/c1ccccc1[N+](=O)[O-] | 1 | -2 | 0 | 3.4 | 1 | 21 | -4 | 0.9 | 14 | -2
CCOC(=O)c1c(CC(C)C)csc1NC(C)=O | 1.1 | -8 | -7 | -1.7 | 1.1 | -2 | -5 | 0.9 | 10 | -6
Cc1nc2ccc(NC(=S)NC3CCCCC3)cc2nc1C | 0.9 | 10 | -32 | -0.9 | 0.9 | 34 | 2 | 0.9 | 8 | 6
CCc1ccc(NC(=O)C2CCN(S(C)(=O)=O)CC2)cc1 | 1 | -4 | -7 | 1.8 | 1 | -6 | -7 | 0.9 | 8 | -1
Cc1[nH]c2ccccc2c1C(c1ccccn1)N1CCC(C(N)=O)CC1 (stereo not given) | 1.1 | -8 | 5 | 0.7 | 1.1 | 60* | -2 | 1.1 | -6 | -7
O=C(NCc1cccs1)c1nc2c(nnn2Cc2ccc(F)cc2)c(=O)[nH]1 | 1 | -2 | -13 | 0.8 | 1 | -11 | -7 | 1 | 4 | 0
CSC(=NCCCN1CCOCC1)NS(=O)(=O)c1cccs1 | 1 | 1 | 0 | -0.3 | 1 | -5 | -11 | 1 | 4 | -4
O=C(COc1ncnc2ccccc12)N1CCN(S(=O)(=O)c2ccc(Cl)cc2)CC1 | 1 | -6 | -19 | 2.9 | 1.1 | -7 | -5 | 1 | 4 | -3
CCN(CC)C(=O)CSc1nnc(C2CCCCC2)o1 | 1 | -4 | 4 | 0.3 | 1 | -3 | -3 | 1 | -3 | -2
CCOC(=O)CCCn1c(C)nc(=O)c(-c2ccccc2)c1C | 1.1 | -6 | -22 | 1.0 | 1.1 | -7 | -15 | 1 | 1 | -8
CC(CNC(=O)c1ccc(C(C)(C)C)cc1)CN(C)C (stereo not given) | 1.1 | -2 | 0 | 0.4 | 1 | 13 | -9 | 1.1 | -6 | -5
CCCCn1c(CNC(=O)C23CC4CC(CC(C4)C2)C3)nnc1SCC(=O)Nc1nnc(C)s1 | 1.1 | -6 | -15 | 3.0 | 1.1 | -12 | -2 | 1 | 0 | -5
C#CCOCCOCCOCCNc1nc(N2CCN(C(=O)[C@H](CCCCN)n3cc([C@@H](N)C(C)CC)nn3)CC2)nc(N2CCN(C(=O)[C@H](Cc3cc4ccccc4[nH]3)n3cc([C@@H](N)CC(C)C)nn3)CC2)n1 (stereo not given in full) | 1.1 | 0 | -4 | -0.5 | 1 | -3 | -19 | 1.2 | -24 | -7
CCCCOC(=O)CSC1=C(C#N)C(c2ccccc2OC)C(C#N)C(=O)N1 (stereo not given) | 1 | -3 | 4 | 0.8 | 1 | -4 | -12 | 1 | -2 | -5
Cc1ccc(N=Cc2sc(O)c3ccccc23)c(C)c1 | 0.9 | -5 | -12 | 1.9 | 1 | -7 | 4 | 0.9 | 12 | 7
CC(C)C(=O)Nc1ccc2c3c(cccc13)CC2 | 1 | -6 | -3 | 0.7 | 1.1 | -7 | -18 | 0.9 | 14 | -1
COc1ccccc1NS(=O)(=O)c1ccc(C(N)=O)cc1 | 1.1 | -5 | -4 | 3.1 | 1 | -3 | -13 | 1.1 | -7 | -7
CC(c1n[nH]c(=S)n1-c1ccc(Cl)cc1)N(C)C (stereo not given) | 1 | -2 | 16 | 0.0 | 1 | -5 | 1 | 1 | 2 | -1
CCn1c(O)c(/C=N/NC(=O)c2ccncc2)c(=O)n(CC)c1=S | 1 | -4 | -16 | 2.8 | 1 | -8 | -53 | 0.9 | 12 | -2
C=CCN(c1ccccc1)S(=O)(=O)c1cccc(C(=O)Nc2nnc(SCC)s2)c1 | 1 | -6 | 2 | 4.7 | 1.1 | -7 | -15 | 0.9 | 6 | -1
O=C(COc1ccc(Cl)cc1)Nc1cc(S(=O)(=O)N2CCCCC2)ccc1N1CCCCC1 | 1 | 0 | 14 | 1.6 | 1 | 26 | -15 | 1 | 2 | 1
CN(c1cccc(Cl)c1)S(=O)(=O)c1cccc(C(=O)Nc2ccc3c(c2)CCC3)c1 | 1 | 0 | -14 | 5.9 | 1 | 95* | -10 | 1 | -1 | 4
CC(=O)O/N=C1\C(=O)N(Cc2ccc(C)cc2)c2ccccc21 | 1 | 2 | 19 | -2.3 | 1 | -11 | 0 | 1 | -3 | 2
CCOc1cc(/C=N/NC(N)=O)cc(Br)c1OCC(=O)Nc1ccccc1C | 1 | -7 | -13 | 3.1 | 1.1 | 0 | -9 | 0.9 | 10 | -3
Cc1ccc(NC(/C=C/N(C)C)=C/C(=O)C(F)(F)F)c(C)c1 | 1 | -6 | 22 | -0.6 | 1.1 | 30 | 3 | 1 | 4 | -4
CC(C)c1ccc(OCC(=O)NC2=NCCS2)cc1 | 1 | 57* | -26 | 1.3 | 0.4 | -7 | -6 | 0.8 | 22 | 0
O=C(Nc1ccccc1)OCc1ccccn1 | 1.1 | 9 | -37 | 1.9 | 0.9 | -6 | -14 | 0.9 | 10 | -7
COCCN(C(=O)C(C)C)c1nnc(-c2ccc(C)cc2)s1 | 1 | 2 | -12 | 0.3 | 1 | 4 | 2 | 1 | -1 | 0
CS(=O)(=O)N1CCN(c2ccc(NC(=O)COc3ccccc3)cc2)CC1 | 1 | -2 | -6 | 4.8 | 1 | -3 | -15 | 1.1 | -12 | 1
NC1=NC(=O)/C(=C/c2ccccc2OS(=O)(=O)c2ccc3ccccc3c2)S1 | 1 | -5 | -13 | 4.3 | 1 | 11 | -15 | 0.9 | 14 | -1
CCOc1ccccc1C(=O)N1CCN(c2ccc(C(F)(F)F)cn2)CC1 | 1 | -6 | -44 | 1.5 | 1.1 | 0 | -2 | 1.1 | -13 | -1
COCCN1C(=O)c2ccccc2C(C(=O)NCCCN2CCCC2)C1c1c[nH]c2ccccc12 (stereo not given) | 1 | -7 | -9 | 4.3 | 1.1 | -5 | -7 | 0.8 | 20 | 0
CCN(CCCNS(=O)(=O)c1ccc2c(c1)oc(=O)n2C)c1cccc(C)c1 | 1.1 | -1 | -6 | 2.2 | 1 | 0 | -12 | 0.8 | 21 | -7
Cc1cc(C)cc(C(=O)NCC(=O)OC(C)C(=O)N(C)c2ccccc2)c1 (stereo not given) | 1.1 | -12 | -58 | 0.1 | 1.1 | 2 | -3 | 1.1 | -8 | -6
COc1ccc(N(CC(=O)NC2CCCCCC2)S(=O)(=O)c2c(C)nn(C)c2C)cc1 | 1 | -4 | -18 | 1.2 | 1 | 3 | -6 | 1 | -3 | -1
